HCV NS3 hel inh = inhibitors of HCV NS3 helicase, primary screen, biochemical, Cy5 molecular beacon fluorescence | Hepatitis C virus NS3 helicase | NS3 helicase DNA unwinding | inhibition, % at 10.9 µM | 290,000 tested, 0.56% active | AID 1800, 2009;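 active = inhibition above the mean of all tested compounds plus 3 SD, set per campaign, cut at about 35% in these data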;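 note: 0% = DMSO wells and 100% = thioflavine S control wells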
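Test system: hepatitis C virus NS3 helicase domain fragment enzyme. Also added: annealed dual-labelled DNA beacon duplex, ATP-started. Timing: 60 min unwinding reaction at 25 °C after ATP addition. Technique: Cy5 fluorescence. Measure: % inhibition of unwinding.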
FID counter = compounds displacing fluorescent DNA intercalator, primary screen, artefact control for HCV NS3 helicase inhibitor project, biochemical, FID fluorescence; DNA fluorescent intercalator displacement; inhibition, % at 7.9 µM; 290,000 tested, 0.17% active; in the data active = inhibition above about 37%;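 note: 0% = vehicle and 100% = reference compound; higher means more ethidium bromide displaced from hairpin DNA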
pCIP destab = p/CIP-EGFP fusion destabilizers, primary screen, fluorescence, F442A cells; Q05BA5; 16 h; decrease of EGFP signal, % at 10 µM; 290,000 tested, 0.01% active;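 active = EGFP signal decrease of at least 30% at 10 µM or well 3 SD below plate mean, unless failing retest; inactive = the rest, including hits failing retest or dose response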; note: some compounds called inactive have numbers as strong as hits; many of its hits are not listed in these tables
IDE cell activ = human IDE activators in live cells, primary screen, fluorescence polarization, HEK cells, FAbeta-B substrate; Insulin-degrading enzyme (Homo sapiens), P14735; FAbeta-B cleavage; 0% vehicle, 100% cell-free pure enzyme wells; activation, % at 5.96 µM; 340,000 tested, 0.073% active; AID 493087, 2011;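 active = activation above the mean of all tested compounds plus 3 SD, set per screening campaign, cut at about 17% in these data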
IMP-1 inh = IMP-1 metallo-beta-lactamase inhibitors, primary screen, biochemical, epi-absorbance readout, Pseudomonas aeruginosa enzyme. metallo-beta-lactamase IMP-1 (Pseudomonas aeruginosa). purified IMP-1, nitrocefin hydrolysis, epi-absorbance fluorescence. inhibition, % at 5.6 µM. 290,000 tested, 0.45% active. AID 1556, 2009;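 active = inhibition above the mean plus 3 SD of all compounds in the same screening run, cut at about 4.5% in these data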;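 note: 0% = IMP-1 with DMSO and 100% = DMSO wells lacking enzyme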
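Assay system: purified IMP-1; Quantity: IMP-1 0.2 nM before substrate addition; Medium: HEPES buffer pH 7.1 with ZnSO4 and Brij 35; Incubation: 15 min enzyme–compound preincubation, then 25 min nitrocefin reaction, 25 °C; Signal: fluorescence quenching readout, ex 480/em 530 nm; Controls: DMSO with and without IMP-1; Repeats: singlicate testing.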
UBC9 SUMO inh = inhibitors of in vitro SUMOylation cascade, primary screen, biochemical, HTRF, uHTS; HTRF SUMOylation assay, SAE1/SAE2 + UBC9; 290,000 tested, 0.36% active; inhibition, % at 35 µM; AID 2006, 2009; SUMO-conjugating enzyme UBC9 (Homo sapiens), P63279; in the data active = inhibition above about 50%, passing the limit was not always enough; note: strong numbers were not always called active
Target sequence (P63279 whole entry, looked up): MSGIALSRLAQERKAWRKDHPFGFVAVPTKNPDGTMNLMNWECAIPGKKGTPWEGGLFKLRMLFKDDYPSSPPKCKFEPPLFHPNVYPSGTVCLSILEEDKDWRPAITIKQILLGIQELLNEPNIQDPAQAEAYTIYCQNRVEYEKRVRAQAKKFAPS
VIM-2 inhibitor = VIM-2 metallo-beta-lactamase inhibitors, primary screen, biochemical, epi-absorbance readout, Pseudomonas aeruginosa enzyme. purified VIM-2, nitrocefin hydrolysis, epi-absorbance fluorescence. inhibition, % at 5.6 µM. 290,000 tested, 0.89% active;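 active = inhibition above the mean of all tested compounds plus 3 SD, cutoff set per screening run, cut at about 7.5% in these data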;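 note: red hydrolysis product quenches plate fluorescence so inhibitors raise well fluorescence; 0% = enzyme with DMSO and 100% = DMSO without enzyme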
IDE cell inh = human IDE inhibitors in live cells, primary screen, fluorescence polarization, HEK cells, FAbetaB substrate; Insulin-degrading enzyme (Homo sapiens), P14735; FAbetaB cleavage; inhibition, % at 5.59 µM; 320,000 tested, 0.41% active; AID 434962, 2010;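 active = percent inhibition above the average of all tested compounds plus 3 SD, set per screening campaign, cut at about 16% in these data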;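 note: IDE supplied by intact live HEK cells; FP after avidin binding of uncleaved biotin substrate so inhibition keeps polarization high; 0% = DMSO wells and 100% = 60 µM reference IDE inhibitor Ii1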
PfM18AAP inh = PfM18AAP inhibitors, malaria aminopeptidase, primary screen, biochemical, QFRET, recombinant enzyme; 290,000 tested, 1.2% active; H-Glu-NHMec fluorogenic cleavage; inhibition, % at 7.35 µM;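 active = inhibition above the campaign mean inhibition over all tested compounds plus 3 SD, cut at about 28% in these data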;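 note: 0% = plate median of test compound wells and 100% = 2 mM ZnCl2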
The depositor's hits bear a star; nt = not tested or not shown.

Abbreviations: A = HCV NS3 hel inh; B = FID counter; C = pCIP destab; D = IDE cell activ; E = IMP-1 inh; F = UBC9 SUMO inh; G = VIM-2 inhibitor; H = IDE cell inh; I = PfM18AAP inh
> CCOc1cc(C2Nc3ccccc3NC3=C2C(=O)CC(C)(C)C3)ccc1OC(C)=O (stereo unspecified)
  A: 8	B: -27	C: 7	D: 0	E: -4.1	F: 3	G: -2.8	H: -1	I: 7

> COc1cccc(C(=O)NCCSc2c(C)[nH]c3ccccc23)c1OC
  A: -18	B: -25	C: 5	D: -1	E: -1.5	F: -3	G: -0.6	H: -3	I: -1

> Cc1cc(C)n(-c2nnc(N3CCN(c4ccc(F)cc4)CC3)nn2)n1
  A: 0	B: 1	C: -6	D: 0	E: -2.6	F: 9	G: -3.1	H: 2	I: 7

> Cn1c(=O)c(C(=O)CSc2nnc(Nc3ccccc3)s2)c(N)n(Cc2ccccc2)c1=O
  A: 2	B: -1	C: -8	D: 4	E: -4.2	F: 18	G: -1.4	H: 2	I: -1

> COCC(C)NC(=O)C1CC(c2cccc(Br)c2)=NO1 (stereo unspecified)
  A: 12	B: -2	C: -8	D: 2	E: -5.4	F: 4	G: -2.4	H: -1	I: -2

> N#Cc1cn(Cc2ccccc2)c(=O)[nH]c1=O
  A: 9	B: -1	C: 1	D: 3	E: -0.8	F: 2	G: -0.9	H: 0	I: -2

> CCOC(=O)N1CCN(C(=O)CSc2ccc(-c3ccccc3)nn2)CC1
  A: 0	B: -22	C: -9	D: 5	E: -3.1	F: 15	G: -1.6	H: 3	I: -4

> C=CCOc1ccc(Br)cc1/C=N/O
  A: 2	B: -1	C: -13	D: -1	E: -4.1	F: 23	G: -8.8	H: 4	I: -12

> COc1ccccc1CCN=C(N)NS(=O)(=O)c1ccc(C)c(C)c1
  A: -2	B: -41	C: -1	D: 0	E: -0.9	F: -5	G: 0.0	H: 0	I: 1

> COc1ccc(C(CC(=O)O)NC(C)=O)cc1OC (stereo unspecified)
  A: 21	B: -4	C: 0	D: 4	E: -2.3	F: 11	G: 0.9	H: -8	I: 5

> CC1=CC(C)(C)N(S(=O)(=O)c2ccc(C)cc2)c2ccccc21
  A: -2	B: -13	C: -19	D: -4	E: -2.8	F: -7	G: -5.5	H: -1	I: -5

> COc1ccc([N+](=O)[O-])c(OC)c1C(=O)NC(=O)Nc1c(F)cc(F)cc1F
  A: -4	B: 2	C: -22	D: 3	E: -2.2	F: -7	G: -2.9	H: -5	I: 0

> O=C(COC(=O)c1cc(=O)[nH]c2ccccc12)c1ccccc1
  A: -3	B: -8	C: 4	D: 2	E: -2.3	F: 1	G: -2.5	H: 4	I: 7

> c1cc(C2OCCN2CC2COC3(CCCC3)O2)ccn1 (stereo unspecified)
  A: 0	B: -4	C: -38	D: -3	E: -3.2	F: 1	G: -2.6	H: 3	I: -9

> COC(=O)CC1=C(C(=O)OC)C(c2ccncc2)C(C#N)=C(N)O1 (stereo unspecified)
  A: 2	B: -3	C: -9	D: 3	E: -0.8	F: 6	G: -2.1	H: 2	I: 6

Structural class, the entries above with four or more nitrogen atoms (3)
Abbreviations: A = HCV NS3 hel inh; B = FID counter; C = pCIP destab; D = IDE cell activ; E = IMP-1 inh; F = UBC9 SUMO inh; G = VIM-2 inhibitor; H = IDE cell inh; I = PfM18AAP inh
> Cc1cc(C)n(-c2nnc(N3CCN(c4ccc(F)cc4)CC3)nn2)n1
  A: 0	B: 1	C: -6	D: 0	E: -2.6	F: 9	G: -3.1	H: 2	I: 7

> Cn1c(=O)c(C(=O)CSc2nnc(Nc3ccccc3)s2)c(N)n(Cc2ccccc2)c1=O
  A: 2	B: -1	C: -8	D: 4	E: -4.2	F: 18	G: -1.4	H: 2	I: -1

> CCOC(=O)N1CCN(C(=O)CSc2ccc(-c3ccccc3)nn2)CC1
  A: 0	B: -22	C: -9	D: 5	E: -3.1	F: 15	G: -1.6	H: 3	I: -4

Next part
Abbreviations: A = HCV NS3 hel inh; B = FID counter; C = pCIP destab; D = IDE cell activ; E = IMP-1 inh; F = UBC9 SUMO inh; G = VIM-2 inhibitor; H = IDE cell inh; I = PfM18AAP inh
> O=C(COc1ncnc2ccccc12)Nc1cc(S(=O)(=O)N2CCOCC2)ccc1Cl
  A: -5	B: -6	C: -6	D: 0	E: -2.1	F: 11	G: -2.6	H: -1	I: -3

> Cc1nnc(NC(=O)CSc2cn(Cc3ccccc3)c3ccccc23)s1
  A: 1	B: -4	C: -8	D: 7	E: -8.8	F: 7	G: -6.1	H: 3	I: 5

> CC1=NN(c2ccccc2)C(=O)/C1=C/c1cccs1
  A: -7	B: -1	C: -5	D: 0	E: -2.7	F: 86	G: -1.1	H: 3	I: 18

> O=C(COc1ncnc2sccc12)Nc1cccc(S(=O)(=O)N2CCCC2)c1
  A: 5	B: -11	C: -6	D: 3	E: -2.1	F: 15	G: -1.7	H: -1	I: -11

> Cc1cc(C)nc(NS(=O)(=O)c2ccc(NC(=O)c3cc4c(=O)n5cccc(C)c5nc4n3C)cc2)n1
  A: 2	B: -21	C: -6	D: -4	E: -2.5	F: 44	G: -2.8	H: 2	I: 1

> Cc1ccc(NC(N)=S)cc1C
  A: 0	B: 0	C: 6	D: 2	E: -2.1	F: 3	G: -0.3	H: 2	I: -2

> CC(C)(C)NCCOc1ccc2ccccc2c1
  A: 4	B: 5	C: 9	D: 3	E: -2.4	F: 5	G: -0.4	H: -3	I: -13

> COc1ccccc1OCCCCN1CCCCC1
  A: 7	B: 4	C: -16	D: 5	E: -3.4	F: -5	G: -0.8	H: 3	I: 0

> COC(=O)c1ccccc1NC(=O)c1ccc(COc2cc(C)cc(C)c2)o1
  A: -3	B: 2	C: 9	D: 0	E: -2.3	F: 6	G: -1.2	H: -3	I: -4

> Cc1ccc(NC(=O)CCC(=O)OCC(=O)c2ccc(Oc3ccc([N+](=O)[O-])cc3)cc2)cc1C
  A: 6	B: -3	C: 12	D: 7	E: -4.2	F: -28	G: -1.4	H: -1	I: -4

> COc1ccccc1N(C)S(=O)(=O)c1ccc(C(=O)OCC(=O)N(C)c2ccccc2)cc1
  A: -7	B: -34	C: 17	D: -7	E: -1.5	F: -15	G: -0.2	H: 9	I: 6

> Cn1c(=O)n(C)c2cc(/C=N/NC(=O)c3ccc(Cl)cc3Cl)ccc21
  A: 3	B: -17	C: -18	D: 3	E: -2.2	F: 9	G: -1.6	H: 1	I: 2

> C=CCn1c(-c2csc3c2CCC(C)C3)n[nH]c1=S (stereo unspecified)
  A: -3	B: -16	C: -5	D: -17	E: -3.7	F: -11	G: -5.9	H: 0	I: -2

> CSCC[C@H](NC(=O)OC(C)(C)C)C(=O)N/N=C/c1cc2ccc(C)cc2nc1Cl
  A: -9	B: -17	C: -8	D: -2	E: -2.1	F: 6	G: 0.5	H: -2	I: -6

> CCOc1cc(CNc2ccc(S(N)(=O)=O)cc2)cc(Cl)c1OC
  A: -7	B: -7	C: 12	D: 5	E: -1.6	F: 15	G: -0.6	H: 2	I: -8

> Cc1sc2nc(C(C)C)nc(SCC(=O)N3CCOCC3)c2c1C
  A: 12	B: -30	C: -5	D: 6	E: 1.6	F: 12	G: 3.5	H: 2	I: -8

> CCOC(=O)Cc1csc(NC(=O)/C=C\c2ccccc2Cl)n1
  A: -3	B: -2	C: -10	D: nt	E: -2.8	F: 16	G: -2.5	H: -4	I: -2

> COc1cc(C2C(C(=O)c3cc4ccccc4o3)=C(O)C(=O)N2CCN2CCOCC2)ccc1OCCC(C)C (stereo unspecified)
  A: 17	B: -36	C: 5	D: 1	E: -0.4	F: 2	G: 0.5	H: nt	I: 4

> CCOC(=O)c1sc2nc(CC(=O)OC)nc(NCC(=O)OC)c2c1C
  A: -2	B: -7	C: -20	D: -1	E: -2.4	F: 5	G: -5.6	H: 1	I: 7

> CCN(C(=O)c1ccc2c(=O)n3c(nc2c1)CCCCC3)c1ccccc1C
  A: 1	B: -49	C: 5	D: -3	E: -2.3	F: -12	G: -3.4	H: 5	I: -1

> CC(C)(C)n1nnnc1C(c1cccs1)N1CCCc2ccccc21 (stereo unspecified)
  A: -11	B: -26	C: -5	D: 3	E: -0.9	F: -3	G: -6.3	H: 1	I: 4

> CCCCNC(=O)C1CCN(Cc2ccc(OCc3ccccc3)c(OC)c2)CC1
  A: -7	B: 18	C: -2	D: 2	E: -1.2	F: 5	G: -2.8	H: 2	I: 2

> COc1ccc(S(=O)(=O)NC(C)C)cc1C(=O)N1CCOCC1
  A: -6	B: 4	C: 7	D: 2	E: -0.5	F: 7	G: -1.2	H: -3	I: -4

> CC(Cc1c[nH]c2ccccc12)C(=O)N1CCN(c2ccccc2F)CC1 (stereo unspecified)
  A: -4	B: -30	C: 0	D: -5	E: -2.7	F: 11	G: -0.7	H: 3	I: 2

> O=[N+]([O-])c1ccccc1S(=O)(=O)Nc1ccc(S(=O)(=O)Nc2nccs2)cc1
  A: 0	B: 4	C: -6	D: 4	E: -2.0	F: 8	G: -0.9	H: -3	I: 7

> Cc1ccc(S(=O)(=O)CCC(=O)OCC(=O)c2c[nH]c3ccccc23)cc1
  A: -5	B: -13	C: 21	D: -4	E: -4.2	F: -13	G: 0.8	H: 1	I: -3

> Cc1cccc(N2C(=O)CCC2=O)c1
  A: -1	B: 4	C: 12	D: 5	E: -0.8	F: 4	G: -1.1	H: 8	I: -5

> Cc1c(C(=O)NCCC2=CCCCC2)cccc1[N+](=O)[O-]
  A: 10	B: 2	C: 0	D: -1	E: -0.8	F: 11	G: 1.9	H: -2	I: 2

> CCN(CC)C(=S)SCC(=O)Nc1nc(-c2ccccc2)c(-c2ccccc2)o1
  A: -23	B: -11	C: -1	D: 2	E: -1.7	F: -18	G: -1.6	H: -3	I: -3

Full records from above:
COc1cc(C2C(C(=O)c3cc4ccccc4o3)=C(O)C(=O)N2CCN2CCOCC2)ccc1OCCC(C)C (stereo unspecified) is listed with HCV NS3 hel inh = 17; FID counter = -36; pCIP destab = 5; IDE cell activ = 1; IMP-1 inh = -0.4; UBC9 SUMO inh = 2; VIM-2 inhibitor = 0.5; IDE cell inh = nt; PfM18AAP inh = 4
CCN(CC)C(=S)SCC(=O)Nc1nc(-c2ccccc2)c(-c2ccccc2)o1 is listed with HCV NS3 hel inh = -23; FID counter = -11; pCIP destab = -1; IDE cell activ = 2; IMP-1 inh = -1.7; UBC9 SUMO inh = -18; VIM-2 inhibitor = -1.6; IDE cell inh = -3; PfM18AAP inh = -3
CC(Cc1c[nH]c2ccccc12)C(=O)N1CCN(c2ccccc2F)CC1 (stereo unspecified) is listed with HCV NS3 hel inh = -4; FID counter = -30; pCIP destab = 0; IDE cell activ = -5; IMP-1 inh = -2.7; UBC9 SUMO inh = 11; VIM-2 inhibitor = -0.7; IDE cell inh = 3; PfM18AAP inh = 2

High-throughput results from PubChem BioAssay.
